# Screens as filed in PubChem.
# EP2 modulator: EP2 receptor (human) modulation; P43116; EP2-expressing cells, cAMP HTRF FRET, PGE2 co-stimulation; induction, % at 25 µM; hit rate 0.83% among 260,000; AID 940;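 active = compounds whose cAMP rise, as percent of the full-agonist control response, exceeds 60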;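 also: rat C6 glioma line stably carrying human EP2 under a CMV promoter; the protocol text gives 20 µM as final concentration; 100% = response of wells given 1 µM PGE2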
# Target sequence (P43116 whole entry, looked up): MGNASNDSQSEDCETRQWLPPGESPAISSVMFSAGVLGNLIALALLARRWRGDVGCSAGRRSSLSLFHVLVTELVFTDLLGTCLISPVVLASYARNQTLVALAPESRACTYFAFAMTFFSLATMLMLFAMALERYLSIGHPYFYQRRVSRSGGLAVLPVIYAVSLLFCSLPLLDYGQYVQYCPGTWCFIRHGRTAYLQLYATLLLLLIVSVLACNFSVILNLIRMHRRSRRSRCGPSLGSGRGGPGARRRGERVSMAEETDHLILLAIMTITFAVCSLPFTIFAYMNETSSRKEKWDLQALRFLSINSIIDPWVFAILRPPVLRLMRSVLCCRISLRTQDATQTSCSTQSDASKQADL
# An asterisk follows results filed as active. Some of the compounds tested; the hit share may differ from the screen's.
EP2 modulator	molecule
-45.4	Cn1c(=O)n(C)c2cc(CN3CCC(O)(c4ccccc4F)CC3)ccc21
-12.2	Cc1ccc(O)c(CN(Cc2ccccn2)C2CC(C)(C)NC(C)(C)C2)c1
45.2	COc1cccc(N(CC(=O)Nc2ccc3c(c2)OCO3)S(=O)(=O)c2ccc(C)cc2)c1
11.2	N#Cc1c(NC(=O)c2cc(-c3ccc(Cl)cc3Cl)on2)sc2c1CCC2
18.0	CC(=O)O[C@H]1C[C@@H](OC(C)=O)C(C)(C)C2CC(=O)[C@]3(C)C(CC[C@@]4(C)[C@H](C(=O)O)OC(=O)C5OC543)[C@]21C (stereo partly drawn)
-2.2	Cc1ccc2c(c1)cc(C)c1nn(CC(=O)NC(C)C)c(=O)n12
-9.2	Cc1ccc2c(c1)cc(CN(C(=O)c1ccccc1F)C1CCCC1)c1nnnn12
2.8	CC1CCN(C(=O)c2ccc([N+](=O)[O-])o2)CC1
0.5	O=c1[nH]c(O)c(/C=C2/C=CC(c3ccc(Cl)cc3Cl)=N2)c(=O)[nH]1
34.3	CCOC(=O)Cn1nnnc1C(C(C)C)N(Cc1cc2cc(C)c(C)cc2[nH]c1=O)C1CCCC1 (stereo not drawn)
9.0	CCc1cccc2c(C#N)cn(CC(=O)Nc3ccc(OC)cc3)c12
-19.1	COc1ccc(-n2c(-c3cccnc3)n[nH]c2=S)cc1
10.7	COc1cccc(NC(=O)CSc2nnc(CNc3nc(-c4ccccc4)cs3)n2C)c1
-125.6	CC(C)(C)NC(=O)c1sc2nc3cc4c(cc3cc2c1N)OCCO4
-17.3	COc1ccc2cc(CN(Cc3ccc4c(c3)OCO4)C(=O)Nc3ccc(Cl)cc3)c(=O)[nH]c2c1
-6.5	CC1CCCC(C)N1C(=O)Cn1ncn2c(cc3ccsc32)c1=O (stereo not drawn)
-18.1	COC(=O)[C@H]1CN(C(=O)c2cnccn2)C[C@@H]1c1ccc(F)cc1
-18.1	Cc1ccc2cc(-c3noc(-c4ccccc4F)n3)c(=O)[nH]c2c1
-66.7	Cc1ccc(C(=O)Nc2ccc(NC(=O)c3ccco3)c(C)c2)c(C)c1
-15.1	CCN1CCCC1CNS(=O)(=O)c1ccc2c(c1)oc(=O)n2C(C)C (stereo not drawn)
-98.0	CCC(C)NS(=O)(=O)c1ccc(S(=O)(=O)n2cnc3ccccc32)cc1 (stereo not drawn)
-58.9	CCOc1ccc(-c2csc(NC(=O)C(C)C)n2)cc1
67.5*	CCCC(=O)N1c2cc(C)ccc2-c2c(ssc2=S)C1(C)C
-9.9	CCc1c(C)nc2c(-c3cccs3)c(C)[nH]n2c1=O
-12.9	O=C(O)c1ccc(Oc2nc3ccccc3s2)cc1
-8.3	Cc1cccc2cc(C(c3nnnn3C3CCCCC3)N3CCN(Cc4ccccc4)CC3)c(=O)[nH]c12 (stereo not drawn)
-7.5	COc1ccccc1C1Nc2c(C)cc(C)cc2-c2cc(C)nn21 (stereo not drawn)
-23.9	Cc1cc(-c2cncnc2C2CCCN(C(=O)Nc3ccccc3C(F)(F)F)C2)on1 (stereo not drawn)
-3.5	CS(=O)(=O)N1CCCc2cc(C(O)CN3CCN(c4cnccn4)CC3)ccc21 (stereo not drawn)
27.4	O=C(Cn1nc2c3ccccc3nc(Cc3ccccc3)n2c1=O)Nc1ccccn1
-3.1	Cc1cc(-c2cnc(C)nc2C2CCCN(C(=O)Cc3ccc(F)cc3)C2)on1 (stereo not drawn)
-34.0	NC(=O)c1c(NC(=O)c2ccccc2F)sc2c1CCCCC2
33.0	Cc1cc(C)c2nc(SCC(=O)NCc3ccccc3)c(C#N)cc2c1
-13.3	COc1ccc(NC(=O)CSc2nnc(-c3ccc(C)cc3)n2C)cc1
-16.8	Cc1nccn1CCC(=O)N1CCC2(CC1)NC(=O)c1ccccc1O2
-99.4	COc1cccc2c(=O)c(C(=O)NCCc3ccccc3)c[nH]c12
5.8	CCCC(=O)Nc1cnc(NC(=O)c2ccc(Cl)cc2)cc1C
-26.9	CCn1c(SCC(=O)Nc2ccc(OC)cc2OC)nnc1-c1ccoc1C
18.4	CCc1ccc(NC(=O)COc2ccc(S(=O)(=O)N3CCCC3)cc2)cc1
-31.9	CC1CCCC(C)N1C(=O)Cn1nc2n(C)c3ccccc3n2c1=O (stereo not drawn)
-1.1	Cc1cccc(NC(=O)COC(=O)c2cccnc2)c1C
-4.8	CCCC1c2cccn2CCN1C(=O)c1nc(-c2ccc(F)cc2)oc1C (stereo not drawn)
-2.9	Cc1nc2c(c(=O)[nH]1)CCN(Cc1cccn1Cc1ccccc1F)C2
30.4	COc1ccccc1CN(Cc1coc2ccc(Cl)cc2c1=O)CC1CCCO1 (stereo not drawn)
13.4	CCc1ccc2[nH]c(=O)c(C(c3nnnn3C3CCCCC3)N3CCOCC3)cc2c1 (stereo not drawn)
-8.5	Cc1nnc(NC(=O)CCCOc2ccc(Cl)cc2C)s1
-4.6	CC(C)[C@@H]1O[C@H](/C=C/c2ccccc2)OCC1(C)C
54.4	COc1ccc2nc(SCC(=O)OCc3ccccc3)c(C)cc2c1
29.9	CC(=O)c1c(OC(=O)c2ccccc2Cl)c2ccccc2n1C
-36.5	CCN(CC)CCN(Cc1cc2cc3c(cc2[nH]c1=O)OCO3)C(=O)Nc1ccccc1

# (further entries)
EP2 modulator	molecule
-59.1	Cc1occc1-c1nn(C2CCN(C(=O)c3ccccc3F)CC2)c(=O)o1
-22.9	COc1ccc(-c2nnc(SCC(=O)NCc3ccc4c(c3)OCO4)o2)cc1OC
15.4	COc1cc2cc(C#N)c(SCC(=O)N3CCN(c4ccccc4)CC3)nc2cc1OC
7.7	COc1ccc2c(c1)[n+]([O-])c(/C(C)=N/NC(N)=S)c(C)[n+]2[O-]
-47.4	COc1ccnc(Cn2nc3c(C)cc4ccccc4n3c2=O)c1OC
-5.6	COc1cccc(CN2CCc3c(nc(N4CCCC(C)C4)[nH]c3=O)C2)c1 (stereo not drawn)
-8.4	COc1ccc(-n2nnnc2SCC(=O)Nc2ccccc2C)cc1OC
-15.1	CCOCc1nnc(NC(=O)c2cc(Cl)ccc2Cl)s1
-12.2	COc1ccc(-c2nc3n(c2NC(C)(C)C)CCN(Cc2cnn(C)c2C)C3)cc1OC
-15.1	COc1ccccc1NC(=O)c1sc2ncn(CC(=O)Nc3ccccc3)c(=O)c2c1C
-34.3	CS(=O)(=O)N(CC(=O)N1CCc2ccccc2C1)c1ccc(Cl)c(Cl)c1
-72.1	CNC(=S)N1CCN(c2ncnc3c(-c4ccc(F)cc4)nsc23)CC1
-1.4	O=C(Nc1ccc(N2CCCC2)cc1)c1ccc2c(c1)OCCO2
-17.4	CCOc1ccc(C2NC(=O)C(O)=C2C(C)=O)cc1 (stereo not drawn)
-1.7	CCc1ccccc1NC(=O)CSc1n[nH]c(-c2cccnc2)n1
-21.3	CC(C)OCCCNC(=O)C(=O)NCc1cccs1
-14.2	CCOc1cc(CN2CCN(Cc3cc(OC)c(OC)cc3OC)CC2)ccc1OC
45.2	Cc1c(Cl)ccc(S(=O)(=O)Nc2ccncc2)c1Cl
38.7	O=C(CCSc1nc(-c2ccc3c(c2)OCO3)cc(C(F)(F)F)n1)NC1CCCCC1
-27.1	CC(=O)c1cc(C(=O)Nc2cccc(C(=O)N(C)C3CCCCC3)c2)cs1
-22.2	O=C(c1cccnc1)N1CCCC(n2nc(-c3cccs3)ccc2=O)C1 (stereo not drawn)
12.7	O=C(Nc1ccccc1N1CCCCC1)c1cccnc1
1.3	Brc1nnc(Br)s1
-13.8	Cc1ccc(CN2CCc3c(nc(N4CCC(C)CC4)[nH]c3=O)C2)cc1
-39.2	COc1cc2cc3c(N)c(C(=O)Nc4ccc5c(c4)OCCO5)sc3nc2cc1OC

# The final five entries of the part before open the next one:
EP2 modulator	molecule
-22.2	O=C(c1cccnc1)N1CCCC(n2nc(-c3cccs3)ccc2=O)C1 (stereo not drawn)
12.7	O=C(Nc1ccccc1N1CCCCC1)c1cccnc1
1.3	Brc1nnc(Br)s1
-13.8	Cc1ccc(CN2CCc3c(nc(N4CCC(C)CC4)[nH]c3=O)C2)cc1
-39.2	COc1cc2cc3c(N)c(C(=O)Nc4ccc5c(c4)OCCO5)sc3nc2cc1OC
-20.1	COc1ccccc1CC(=O)Nc1nnc(Cc2ccc(OC)c(OC)c2)s1
-33.2	Cc1c(C(=O)NC2(c3ccccc3F)CCCC2)sc2ncn(C)c(=O)c12
-34.5	COCCCn1c(=N)c(C(=O)NCCc2ccccc2)cc2c(=O)n3cc(C)ccc3nc21
13.6	COc1ccc2cc(CN(C(=S)NC(C)c3ccccc3)C3CCCC3)c(=O)[nH]c2c1 (stereo not drawn)
-12.1	CCc1c(C)nc2c(C)c(-c3ccccc3)[nH]n2c1=O
-13.0	Cc1ccc2cc(CN(CCCN3CCOCC3)C(=O)NCc3ccccc3)c(=O)[nH]c2c1C
8.0	CC(=O)Cn1c(CN2CCN(C)CC2)nc2c1c(=O)n(C)c(=O)n2C
-48.0	CCN(CC)CCNc1nc2c(c(=O)[nH]c(=O)n2C)n1Cc1ccccc1C
48.8	COc1ccccc1NC(=O)c1ccc2c(c1)N(Cc1ccccc1)C(=O)C(C)(C)O2
-2.5	CN1CCN(C(c2ccc3ncccc3c2)c2nnnn2C(C)(C)C)CC1 (stereo not drawn)
6.9	COc1ccc(/C(O)=C2/C(=O)C(=O)N(C)C2c2ccccc2OC)cc1OC (stereo not drawn)
70.8*	CCCn1c(=O)c(C(=O)NCCc2ccc(OC)cc2)c(O)c2ccccc21
-2.5	O=C(CN1C(=O)[C@@H]2CCCN2C(=O)c2ccccc21)NCc1cccc(F)c1
-69.3	CCOc1ccc(-c2cnc[nH]2)cc1
-4.2	C=CCN(CC(=O)NC1CCCCC1)C(=O)c1ccc(C)s1
-40.3	O=c1[nH]c2ccc(S(=O)(=O)NCc3ccccc3CN3CCCC3)cc2[nH]1
10.9	CCc1ccc2c(c1)C1(SC(NC(C)=O)=NN1C(C)=O)C(=O)N2CC(=O)OC (stereo not drawn)
-2.5	O=c1[nH]c2ccc(S(=O)(=O)Nc3ccccc3)cc2o1
-39.8	COc1ccc(OC)c(NC(=O)CSc2nnc3c(C)cc4ccccc4n23)c1
18.9	COc1ccc(N2CCN(C(c3ccccc3F)c3nnnn3C3CCCCC3)CC2)cc1 (stereo not drawn)
32.6	COC(=O)[C@@H]1OC(=O)C2OC23[C@@]1(C)CCC1[C@@]2(C)CCC(=O)C(C)(C)C2C[C@@H](OC(C)=O)[C@]13C (stereo partly drawn)
-79.9	O=C(CN1CCCCCC1)Nc1ccc(S(=O)(=O)N2CCCCCC2)cc1
41.4	O=C(CSc1nc(-c2cccs2)cc(C(F)(F)F)n1)N1CCc2ccccc21
-25.5	COCCCNC(=S)N(Cc1cc2cc(C)cc(C)c2[nH]c1=O)CC1CCCO1 (stereo not drawn)
7.6	Cc1ccc(NC(=O)CN2CCCCC2)c(C)c1
-29.9	COc1ccc(/C=C(\NC(=O)c2ccco2)C(=O)NCC(=O)O)cc1
-44.6	COc1cccc(C(=O)Nc2ccc(N3CCOCC3)c(Cl)c2)c1
-32.9	Cc1cccc(C(=O)Nc2nnc(C(C)(C)C)s2)c1
-2.8	CCC(=O)N(Cc1ccc(F)cc1)Cc1cc2cc(OC)c(OC)cc2[nH]c1=O
-1.1	CCc1cccc2c(/C=C/c3nc(O)c([N+](=O)[O-])c(=O)[nH]3)c[nH]c12
-19.6	O=C(CSc1nnc(-c2ccccc2)o1)Nc1ccc(Br)cc1Br
17.1	CCn1c(SCC(=O)Nc2cc(C(F)(F)F)ccc2Cl)nnc1-c1cccnc1
-68.9	CCN(CC)CCCN(Cc1cc2cccc(C)c2[nH]c1=O)C(=O)NC1CCCCC1
-26.2	CCCc1cc(NCc2ccc(OC)cc2)n2ncnc2n1
-42.7	COc1ccccc1-n1nnnc1SCC(=O)NC1CCCCC1
6.5	COc1cccc(C2(NC(=O)c3snnc3C)CCCC2)c1
18.5	Cc1ccc2cc(CN(Cc3ccco3)C(=O)Nc3ccccc3Cl)c(=O)[nH]c2c1
-8.5	C[C@H](Cn1nnc2ccccc21)NC(=O)c1cccc(N2CCCCS2(=O)=O)c1
-11.4	O=C1c2ccccc2CC1Sc1ncnc2c1sc1nc3ccccc3cc12 (stereo not drawn)
2.7	COc1ccc(F)cc1S(=O)(=O)NCC1CCCO1 (stereo not drawn)
0.0	C=C(C)Cn1c(NCCCOCC)nc2c1c(=O)n(C)c(=O)n2C
-0.3	O=C1NC2=C(C(=O)N(CCCO)C2)C(c2ccc(Cl)c(Cl)c2)N1 (stereo not drawn)
5.2	CCOC(=O)Cn1nnc(-c2ccc(C)cc2)n1
-1.4	Cc1cc2cc(CN(Cc3cccs3)C(=S)NCc3ccccc3)c(=O)[nH]c2cc1C
-67.4	Cc1ccc(-c2cc(C(=O)N3CCC(C)CC3)no2)cc1
-96.8	CCC(C)NC(=O)c1ccc2nc(NC(=O)c3ccc(N)cc3)sc2c1 (stereo not drawn)
-51.9	CCCC(C)NC(=O)C1CCN(S(=O)(=O)c2cc(Cl)ccc2Cl)CC1 (stereo not drawn)
9.4	O=c1[nH]c2cc3c(cc2cc1C(c1nnnn1C1CCCC1)N1CCCCC1)OCCO3 (stereo not drawn)
12.5	CCc1ccccc1N(C)C(=O)c1cc2cc(OC)ccc2oc1=O
-71.2	Cc1cc[nH]c(=O)c1NCc1cc2c(C)nn(-c3ccccc3)c2[nH]c1=O

# A draw from above in order of heavy-atom count, rising.
EP2 modulator	molecule
2.7	COc1ccc(F)cc1S(=O)(=O)NCC1CCCO1 (stereo not drawn)
-44.6	COc1cccc(C(=O)Nc2ccc(N3CCOCC3)c(Cl)c2)c1
-11.4	O=C1c2ccccc2CC1Sc1ncnc2c1sc1nc3ccccc3cc12 (stereo not drawn)
-8.5	C[C@H](Cn1nnc2ccccc21)NC(=O)c1cccc(N2CCCCS2(=O)=O)c1
18.5	Cc1ccc2cc(CN(Cc3ccco3)C(=O)Nc3ccccc3Cl)c(=O)[nH]c2c1
-1.4	Cc1cc2cc(CN(Cc3cccs3)C(=S)NCc3ccccc3)c(=O)[nH]c2cc1C
